PRC2 inh = inhibitors of human EZH2/PRC2 methyltransferase; PRC2 H3K27 methylation, DELFIA TRF, 1 h; inhibition, % at 12.5 µM; 57,000 tested, 0.35% active; Q15910;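 active means mean inhibition of replicates at least 50% and every single replicate also reaching 50%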;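 further: dimethyl H3K27 on biotinylated H3 21-44 peptide detected by antibody; plate controls were median neutral control wells for no effect and median positive control wells for full effect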
IDH1 R132H inh = inhibitors of human IDH1 R132H; O75874; IDH1 R132H reductase, diaphorase/resazurin fluorescence, 60 min; inhibition, % at 10 µM; 70,000 tested, 0.18% active; AID 624101; in the data active means inhibition above about 34%;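 further: 0% = DMSO and 100% = no enzyme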
Target sequence (O75874 whole entry R132H): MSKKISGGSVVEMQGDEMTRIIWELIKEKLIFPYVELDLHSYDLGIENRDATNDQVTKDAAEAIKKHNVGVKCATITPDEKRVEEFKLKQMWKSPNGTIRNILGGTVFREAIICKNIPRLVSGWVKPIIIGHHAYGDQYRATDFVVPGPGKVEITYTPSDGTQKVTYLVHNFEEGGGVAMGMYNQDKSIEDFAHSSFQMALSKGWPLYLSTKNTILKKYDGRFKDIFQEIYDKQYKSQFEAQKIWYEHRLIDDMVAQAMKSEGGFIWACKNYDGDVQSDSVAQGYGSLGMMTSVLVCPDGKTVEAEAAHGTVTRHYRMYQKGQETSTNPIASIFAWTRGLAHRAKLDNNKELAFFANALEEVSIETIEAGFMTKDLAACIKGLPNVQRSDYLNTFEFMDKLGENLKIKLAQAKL
* = called active by the depositor; · = not tested or not shown. Not all compounds are listed, so the mix of outcomes need not match the whole.

SMILES	PRC2 inh	IDH1 R132H inh
CO[C@H]1CN(C)C(=O)c2cc(NC(=O)C3CC3)ccc2OC[C@H](C)NC[C@H]1C	-5.3	0.0
C[C@H]1CN([C@@H](C)CO)S(=O)(=O)c2ccc(-c3ccccc3F)cc2O[C@H]1CN(C)Cc1ccncc1	-7.4	-0.9
C[C@H]1CN([C@@H](C)CO)C(=O)Cc2cc(NC(=O)CCC(F)(F)F)ccc2O[C@H]1CN(C)S(=O)(=O)c1ccccc1	4.2	0.6
C[C@H](CO)N1C[C@H](C)[C@@H](CN(C)C(=O)Nc2ccc(C(F)(F)F)cc2)Oc2ccc(NS(=O)(=O)c3ccccc3)cc2C1=O	·	0.1
O=C(C[C@H]1C[C@@H]2c3cc(NC(=O)Nc4ccccc4)ccc3O[C@@H]2[C@H](CO)O1)NCC(F)(F)F	-1.3	-0.1
CCCC#Cc1ccc2c(c1)O[C@@H](CN(C)C(=O)C1CCC1)[C@@H](C)CN([C@H](C)CO)S2(=O)=O	-4.8	·
[N-]=[N+]=Nc1ccc(C[C@H]2C(=O)O[C@@H](Cc3ccccc3)[C@H]3C=C(/C=C/C4CC4)CN32)cc1	26.3	-0.1
COC(=O)C(CC#Cc1ccc2c(c1)[C@]1(C(=O)N2)[C@H](C(=O)Nc2nc3ccccc3s2)[C@H]2C(=O)O[C@H](c3ccccc3)[C@H](c3ccccc3)N2[C@@H]1c1ccccc1OCCO)C(=O)OC	-1.8	·
COCC(=O)N1C[C@@H](C)[C@H](OC)CN(C)C(=O)c2ccc(NC(=O)Nc3ccccc3)cc2OC[C@H]1C	7.4	-0.4
COc1ccc(NC(=O)CCSc2nnc3scc(-c4ccc(C)cc4)n23)cc1	7.7	-0.5
C[C@@H]1CN([C@H](C)CO)C(=O)c2cc(NC(=O)Cc3ccccc3)ccc2O[C@H]1CN(C)S(=O)(=O)c1ccc(F)cc1	-4.2	-5.1
CO[C@@H]1CN(C)C(=O)c2ccc(NC(=O)c3cnccn3)cc2OC[C@@H](C)N(C)C[C@H]1C	-8.1	·
C[C@H]1CN([C@@H](C)CO)C(=O)c2cccc(NS(=O)(=O)c3ccc(F)cc3)c2O[C@H]1CN(C)C(=O)Nc1cccc2ccccc12	·	-2.7
CCC1(C)Cc2c(sc3nc(SC)nc(SCC(=O)Nc4ccc(C)cc4)c23)CO1 (stereo not given)	6.3	0.0
C[C@@H]1CN([C@@H](C)CO)C(=O)c2cccc(NS(C)(=O)=O)c2O[C@@H]1CN(C)S(=O)(=O)c1cn(C)cn1	·	2.7
CN(C)CC(=O)Nc1ccc2c(c1)[C@@H]1C[C@H](CC(=O)N3CCCCC3)O[C@@H](CO)[C@@H]1O2	-3.4	0.1
O=C(CCN1CCCCC1)N[C@H]1CC[C@@H](CCNC(=O)c2cc(Cl)cc(Cl)c2)O[C@H]1CO	2.1	0.2
COc1ccc(-c2cn(CC[C@H]3CC[C@H](NS(=O)(=O)c4ccccc4C)[C@@H](CO)O3)nn2)cc1	-5.8	0.4
CO[C@H]1CN(C)C(=O)c2ccc(NC(=O)c3ccccc3)cc2OC[C@@H](C)N(C(=O)C2CC2)C[C@@H]1C	3.4	·
COc1ccc(S(=O)(=O)N(C)C[C@@H]2Oc3c(NC(=O)Nc4ccccc4)cccc3C(=O)N([C@H](C)CO)C[C@@H]2C)cc1	·	2.0
[O-]/[N+](=N\OCCBr)N1CCCC1	7.9	·
O=C(NCC[C@H]1CC[C@H](NC(=O)c2cnccn2)[C@@H](CO)O1)Nc1ccc(F)cc1	-0.1	-0.7
COC(=O)c1ccccc1Oc1nc(NC(C)C)nc(NC(C)C)n1	·	1.2
O=C(CSc1nccc(=O)[nH]1)Nc1ccc(Oc2ccccc2)cc1	5.2	0.4

A stretch taken from the entries so far:
SMILES	PRC2 inh	IDH1 R132H inh
C[C@@H]1CN([C@@H](C)CO)C(=O)c2cccc(NS(C)(=O)=O)c2O[C@@H]1CN(C)S(=O)(=O)c1cn(C)cn1	·	2.7
CN(C)CC(=O)Nc1ccc2c(c1)[C@@H]1C[C@H](CC(=O)N3CCCCC3)O[C@@H](CO)[C@@H]1O2	-3.4	0.1

Continuation:
SMILES	PRC2 inh	IDH1 R132H inh
COc1ccc(S(=O)(=O)N(C)C[C@@H]2Oc3ccc(NC(=O)Cc4ccccc4)cc3C(=O)N([C@H](C)CO)C[C@H]2C)cc1	·	-5.7
C[C@H]1CN([C@@H](C)CO)C(=O)Cc2cc(NC(=O)c3ccncc3)ccc2O[C@H]1CN(C)Cc1ccc(C(F)(F)F)cc1	-6.7	2.2
CC(C)c1ccc2c(c1)CC[C@H]1[C@](C)(CN)CCC[C@]21C	-21.2	-2.8
C[C@@H]1CN([C@@H](C)CO)C(=O)c2cccc(NC(=O)C3CCOCC3)c2O[C@H]1CN(C)C(=O)Nc1ccc(F)cc1	-1.6	0.7
C[C@H]1CN([C@@H](C)CO)C(=O)c2cc(Br)cnc2O[C@H]1CN(C)CC1CCOCC1	-4.8	0.2
CCC(=O)Nc1ccc2c(c1)OC[C@@H](C)N(Cc1ccccc1OC)C[C@H](C)[C@H](OC)CN(C)C2=O	-2.6	0.2
C[C@@H]1CN([C@@H](C)CO)C(=O)c2cc(NC(=O)NC3CCCCC3)ccc2O[C@@H](C)CCCCO[C@@H]1CN(C)S(=O)(=O)c1ccccc1	·	1.1
Cc1ccc(S(=O)(=O)NCC[C@H]2CC[C@@H](NC(=O)c3cccc(F)c3)[C@H](CO)O2)cc1	-3.4	-0.2
Cc1ccc(S(=O)(=O)N(C)C[C@@H]2Oc3c(NC(=O)Nc4ccc(F)cc4)cccc3C(=O)N([C@@H](C)CO)C[C@H]2C)cc1	-32.5	1.6
COCC(=O)Nc1ccc2c(c1)[C@@H]1C[C@H](CC(=O)NCc3cccnc3)O[C@@H](CO)[C@@H]1O2	-5.7	-0.4
COc1ccc(CNC(=O)C[C@H]2C[C@@H]3c4cc(NS(C)(=O)=O)ccc4O[C@@H]3[C@@H](CO)O2)cc1	-1.8	-0.6
OC(CSc1ccncc1)CC(O)c1ccccc1 (stereo not given)	7.3	·
C[C@H](CO)N1C[C@H](C)[C@H](CN(C)S(=O)(=O)c2cn(C)cn2)Oc2c(NS(=O)(=O)c3ccc(Cl)cc3)cccc2C1=O	·	-1.0
Cc1cc(C)nc(SCCS(=O)(=O)Cc2ccccc2)n1	-5.5	-0.1
CCCC#Cc1cnc2c(c1)C(=O)N([C@H](C)CO)C[C@@H](C)[C@H](CN(C)C(=O)c1ccc3c(c1)OCO3)O2	-8.4	-2.6
Cc1ccc(S(=O)(=O)N(C)C[C@@H]2Oc3ccc(NC(=O)Nc4ccccc4)cc3CC(=O)N([C@H](C)CO)C[C@@H]2C)cc1	-19.1	-9.7
O=C(N/N=C/c1cccc2ccccc12)c1ccccn1	15.5	0.2
N#Cc1ccccc1OCCCCSc1ncccn1	12.1	0.1
C[C@H]1CCCCO[C@H](CN(C)S(=O)(=O)c2cn(C)cn2)[C@@H](C)CN([C@@H](C)CO)C(=O)c2cc(NC(=O)Cc3ccccc3)ccc2O1	·	-6.1
C[C@H](O)C#Cc1ccc2c(c1)O[C@@H](CN(C)Cc1ccncc1)[C@@H](C)CN([C@@H](C)CO)S2(=O)=O	5.1	2.0
Cc1ccc(-c2ccc3c(c2)O[C@@H](CN(C)C(=O)Nc2ccccc2)[C@H](C)CN([C@@H](C)CO)S3(=O)=O)cc1	-12.8	5.5
C[C@@H]1CCCCO[C@H](CN(C)S(=O)(=O)c2ccccc2)[C@H](C)CN([C@H](C)CO)C(=O)c2cc(NC(=O)C3CCCCC3)ccc2O1	·	1.6
COc1cccc(C#Cc2cnc3c(c2)C(=O)N([C@@H](C)CO)C[C@H](C)[C@@H](CN(C)C(=O)C2CCC2)O3)c1	·	-0.2
COc1ccc(OC)c(NC(=O)C2CC(=O)n3ncnc3N2)c1 (stereo not given)	-16.5	-0.3

Sorted by formula weight (falling): 3 of the compounds above.
SMILES	PRC2 inh	IDH1 R132H inh
Cc1ccc(-c2ccc3c(c2)O[C@@H](CN(C)C(=O)Nc2ccccc2)[C@H](C)CN([C@@H](C)CO)S3(=O)=O)cc1	-12.8	5.5
CCCC#Cc1cnc2c(c1)C(=O)N([C@H](C)CO)C[C@@H](C)[C@H](CN(C)C(=O)c1ccc3c(c1)OCO3)O2	-8.4	-2.6
N#Cc1ccccc1OCCCCSc1ncccn1	12.1	0.1

More records
SMILES	PRC2 inh	IDH1 R132H inh
C[C@@H]1CN([C@H](C)CO)C(=O)c2cc(NS(=O)(=O)c3ccccc3)ccc2O[C@@H](C)CCCCO[C@H]1CN(C)Cc1ccc2c(c1)OCO2	·	0.4
O=C(C[C@H]1CC[C@H](NC(=O)C2CCC2)[C@H](CO)O1)Nc1nccs1	5.6	0.0
CC(C)N1CCN(c2ccc(C(=O)c3c(-c4ccc(O)cc4)sc4cc(O)ccc34)cc2)CC1	-24.7	0.2
O=C(CCCCCCC(=O)Nc1ccccc1O)N/N=C/c1ccccc1O	12.8	0.1
C[C@H]1CN([C@@H](C)CO)C(=O)Cc2cc(NC(=O)Cn3cnnn3)ccc2O[C@@H]1CN(C)C(=O)Nc1ccccc1	·	0.0
CO[C@@H]1CN(C)C(=O)c2cc(NS(C)(=O)=O)ccc2OC[C@@H](C)N(C(=O)CC2CC2)C[C@@H]1C	1.2	0.2
CC(=O)N(C)C[C@H]1Oc2ncc(C#Cc3cccnc3)cc2C(=O)N([C@H](C)CO)C[C@H]1C	4.7	-2.4
O=C(CCCCCC(=O)N/N=C/c1cccs1)NO	14.1	-0.5
C[C@@H]1CN([C@H](C)CO)C(=O)c2cccc(NS(=O)(=O)c3ccccc3)c2O[C@H]1CN(C)CC1CCCCC1	23.2	·
CC(C)C#Cc1cnc2c(c1)C(=O)N([C@@H](C)CO)C[C@H](C)[C@@H](CN(C)Cc1ccccn1)O2	-2.6	-1.1
COc1ccc(NC(=O)N(C)C[C@H]2Oc3ccc(NC(=O)c4ccncc4)cc3CC(=O)N([C@H](C)CO)C[C@H]2C)cc1	2.5	·
Cc1ccccc1-c1cc(C(=O)NCCCN2CCOCC2)c2cc(Cl)ccc2n1	-18.1	0.0
Cc1cccc(C)c1Nc1c(CN2C(=O)c3ccccc3C2=O)nc2ccc(Br)cn12	15.9	-1.5
COc1ccc(-c2cnc3c(c2)C(=O)N([C@H](C)CO)C[C@@H](C)[C@H](CN(C)C)O3)cc1	4.7	-0.5
O=C(Cc1ccncc1)NCC[C@H]1CC[C@@H](NC(=O)C2CCOCC2)[C@@H](CO)O1	4.5	0.1
Cc1cc(C)nc(Nc2n[nH]c(-c3ccccc3C)n2)n1	-8.6	-0.6
C[C@H]1CCCCO[C@H](CN(C)C(=O)C2CCCCC2)[C@@H](C)CN([C@@H](C)CO)C(=O)c2cc(NC(=O)Nc3ccc(F)cc3)ccc2O1	·	1.3
O=c1[nH]c(=O)c2cc(Br)ccc2[nH]1	5.2	0.3
O=C(NCC[C@H]1CC[C@@H](NC(=O)Nc2cc(F)ccc2F)[C@@H](CO)O1)Nc1ccc(Cl)cc1	-9.4	-0.2
Cc1noc(C)c1S(=O)(=O)N(C)C[C@@H]1Oc2ccc(NC(=O)Cc3ccccc3)cc2CC(=O)N([C@H](C)CO)C[C@H]1C	·	0.3
O=C(NCC[C@@H]1CC[C@@H](NS(=O)(=O)c2ccc(F)cc2)[C@@H](CO)O1)Nc1ccc(F)cc1	3.2	-0.3
COCC(=O)Nc1ccc2c(c1)OC[C@H](C)N(Cc1ccccn1)C[C@@H](C)[C@@H](OC)CN(C)C2=O	7.0	-0.1
NC(=O)C1(N2CCCCC2)CCN(C(=S)NCc2ccco2)CC1	-0.4	0.2
COc1ccc(NC(=O)N(C)C[C@H]2Oc3ccc(NS(=O)(=O)c4ccc(C)cc4)cc3CC(=O)N([C@H](C)CO)C[C@H]2C)cc1	·	-0.7
C[C@@H]1CN([C@H](C)CO)C(=O)c2cc(Br)cnc2O[C@H]1CN(C)Cc1ccccc1	9.1	-0.1
C[C@H](CO)N1C[C@H](C)[C@@H](CN(C)CC2CCCC2)Oc2ncc(C#C[C@@H](C)O)cc2C1=O	·	-0.1
C[C@H](CO)N1C[C@H](C)[C@H](CN(C)C(=O)NC2CCCCC2)Oc2c(NS(=O)(=O)c3ccc(F)cc3)cccc2C1=O	-7.7	0.1
CCCNC(=O)N(C)C[C@H]1Oc2cc(Br)ccc2S(=O)(=O)N([C@H](C)CO)C[C@@H]1C	2.6	-0.5
CNC[C@@H]1OCCCC[C@@H](C)Oc2ccc(NC(=O)Nc3ccccc3)cc2C(=O)N([C@H](C)CO)C[C@H]1C	1.7	3.3
Cc1ccccc1-c1cnc2c(c1)C(=O)N([C@H](C)CO)C[C@@H](C)[C@H](CN(C)Cc1ccncc1)O2	·	0.2
C[C@@H]1CCCCO[C@H](CN(C)Cc2ccc(C(=O)O)cc2)[C@@H](C)CN([C@@H](C)CO)C(=O)c2cc(N(C)C)ccc2O1	8.9	-3.8
CCCC#Cc1ccc2c(c1)O[C@H](CN(C)C)[C@H](C)CN([C@@H](C)CO)S2(=O)=O	·	2.8
O=C(CCN1CCCCC1)NCC[C@@H]1CC[C@H](NS(=O)(=O)c2cccc(F)c2)[C@@H](CO)O1	-26.0	-0.3
COc1cc(NC(=O)CC2NC3CCCCC3NC2=O)cc(OC)c1 (stereo not given)	-18.7	0.3
COCc1cn(CC[C@@H]2CC[C@H](NC(=O)CCN3CCCCC3)[C@H](CO)O2)nn1	11.4	-0.2
CCCC#Cc1ccc2c(c1)O[C@@H](CN(C)Cc1ccncc1)[C@@H](C)CN([C@H](C)CO)S2(=O)=O	·	0.2

In the list so far, these have a Cl atom.
SMILES	PRC2 inh	IDH1 R132H inh
O=C(CCN1CCCCC1)N[C@H]1CC[C@@H](CCNC(=O)c2cc(Cl)cc(Cl)c2)O[C@H]1CO	2.1	0.2
C[C@H](CO)N1C[C@H](C)[C@H](CN(C)S(=O)(=O)c2cn(C)cn2)Oc2c(NS(=O)(=O)c3ccc(Cl)cc3)cccc2C1=O	·	-1.0
Cc1ccccc1-c1cc(C(=O)NCCCN2CCOCC2)c2cc(Cl)ccc2n1	-18.1	0.0
O=C(NCC[C@H]1CC[C@@H](NC(=O)Nc2cc(F)ccc2F)[C@@H](CO)O1)Nc1ccc(Cl)cc1	-9.4	-0.2
